RXFP1 antag = qHTS Assay for Antagonists of the Relaxin Receptor RXFP1 | 350,000 compounds, 0.59% hits | activity change, negative = inhibition, % at 57.5 µM | Relaxin receptor 1 (Homo sapiens), Q9HBX9 | HEK293-RXFP1, relaxin-stimulated cAMP HTRF, 30 min; active compounds read low;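 active means activity change of -60% or lower, but not beyond a set lower limit; inconclusive means change between -60% and -40%, or beyond the set limit; inactive means change above -40%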; further: on the % scale 0 is the no-effect control and ±100 the full control effect
TRHR agonist = qHTS for Small Molecule Agonists and Allosteric Enhancers of Human TRH Receptor: Primary Screen for Agonists | activation, % at 2 µM | AID 493084, 2011 | TRHR cells, calcium flux fluo-8, FDSS agonist mode | 360,000 compounds, 0.18% hits; in the data active means activation above about 30%; further: 0% is about no effect
Target sequence (P34981 whole entry, looked up): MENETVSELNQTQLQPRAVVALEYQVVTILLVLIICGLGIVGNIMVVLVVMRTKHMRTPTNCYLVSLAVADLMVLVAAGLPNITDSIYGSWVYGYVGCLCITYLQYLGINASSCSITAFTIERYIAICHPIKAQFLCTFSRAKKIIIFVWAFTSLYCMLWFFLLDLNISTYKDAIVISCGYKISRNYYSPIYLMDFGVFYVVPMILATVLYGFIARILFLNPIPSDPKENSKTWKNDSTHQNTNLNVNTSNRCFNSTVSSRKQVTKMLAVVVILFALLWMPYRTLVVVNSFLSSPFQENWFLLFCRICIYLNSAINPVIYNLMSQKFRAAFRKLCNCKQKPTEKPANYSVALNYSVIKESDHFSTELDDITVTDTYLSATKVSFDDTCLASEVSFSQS
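Agonist-mode FDSS calcium read (Ex 480/Em 530, 1 s cycles) in 1536-well TRHR cells with fluo-8 dye, after 10-cycle baseline and 23 nL compound addition; TRH at EC20 (10 nM final) added afterwards for the enhancer phase.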
TRHR PAM = qHTS for Small Molecule Agonists and Allosteric Enhancers of Human TRH Receptor: Primary Screen for Enhancers; 360,000 compounds, 0.66% hits; Thyrotropin-releasing hormone receptor (Homo sapiens), P34981; TRHR cells, fluo-8 calcium fluorescence, EC20 TRH enhancement; enhancement, % at 2 µM; in the data active means enhancement above about 30%; further: 0% is about no effect
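Enhancer read-out: after compound pinning and an initial kinetic agonist-mode read, an EC20 of TRH (10 nM final) was injected and fluo-8 calcium signal (Ex 480/Em 530) followed at 1 s/cycle for 100 cycles in TRHR-expressing cells.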
D1 agonist = Allosteric Agonists of the Human D1 Dopamine Receptor: qHTS; D(1A) dopamine receptor (Homo sapiens), P21728; HEK293 T-REx D1 cells, calcium flux, agonist mode; activation, % at 2 µM; 360,000 compounds, 1% hits; AID 504660, 2011; in the data active means activation above about 30%; further: 0% is about no effect
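Tetracycline-induced HEK293 TREx D1 cells, force-coupled to calcium signalling, were dye-loaded with a no-wash calcium kit. Compound was pin-added after a 10 s baseline. Fluorescence was read kinetically at 1 cycle/s for 180 s, with calcium rises flagged as agonism.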
RXFP1 agonist = qHTS Assay for Agonists of the Relaxin Receptor RXFP1 | Potency, µM (doses to about 57.5 µM), without a hit: at the highest dose activation, most hits filed as activators | Relaxin receptor 1 (Homo sapiens), Q9HBX9 | HEK293T-RXFP1 cAMP TR-FRET, 30 min; response scale: percent of porcine relaxin response, buffer zero | 370,000 compounds, 0.3% hits; further: potency means the concentration at half of the fitted maximal effect; on the % scale 0 is the no-effect control and ±100 the full control effect; nearly all actives have a fitted effect of over 60% in size; many of its hits are not listed in these tables
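Agonist response is measured as cAMP accumulation in an RXFP1-transfected HEK293T line under PDE4 inhibition. Values are scaled between buffer-only and 29 nM porcine relaxin, and EC50s come from standard Hill equation fits.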
D1 antagonist = Antagonist of Human D 1 Dopamine Receptor: qHTS; D(1A) dopamine receptor (Homo sapiens), P21728; activity change, negative = inhibition, % at 10 µM; 360,000 compounds, 3.2% hits; HEK293 TREx D1 cells, calcium flux, dopamine EC80; active compounds read low; in the data active means activity change below about -30%; further: on the % scale 0 is the no-effect control and ±100 the full control effect
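Tetracycline-induced HEK293 T-REx cells with force-coupled D1 receptor were loaded with a no-wash calcium dye. Compound was added after a 10 s baseline and read kinetically for 180 s; EC80 dopamine was then added and calcium flux followed another 180 s.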
Apoferritin bind = qHTS Assay for Identification of Novel General Anesthetics; Ferritin light chain (Equus caballus), P02791; Potency, µM (doses to about 77.5 µM), for inactives: at the highest dose activity change, negative = displacement, most hits filed as inhibitors; apoferritin/1-aminoanthracene competitive binding, fluorescence; 350,000 compounds, 0.074% hits; further: potency means the concentration at half of the fitted maximal effect; on the % scale 0 is the no-effect control and ±100 the full control effect; nearly all actives have a fitted effect of over 20% in size
Target sequence (P02791 2-175 limits assumed): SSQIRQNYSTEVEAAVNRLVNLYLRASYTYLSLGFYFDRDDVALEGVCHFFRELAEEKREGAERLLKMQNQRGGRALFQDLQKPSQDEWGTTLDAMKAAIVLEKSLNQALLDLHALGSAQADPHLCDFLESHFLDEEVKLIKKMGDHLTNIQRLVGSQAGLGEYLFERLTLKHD
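Horse-spleen apoferritin (10 uM) was mixed with 50% saturated 1-aminoanthracene in PBS, exposed to compounds for 10 min at room temperature, and read for fluorescence (ex 380 nm, em 535 nm). Competitive displacement was fitted with a four-parameter Hill equation.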
D2 PAM = HTS Assay for Positive Allosteric Modulators of the Human D2 Dopamine Receptor: Primary Screen for Potentiators; HEK293 T-REx D2, calcium flux, EC20 dopamine potentiation; potentiation, % at 10 µM; 340,000 compounds, 0.34% hits; AID 485347, 2010;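 active means potentiation over 3 SD above the plate norm, cut at about 30% in these data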; further: 0% is about no effect
Target sequence (P14416 whole entry, looked up): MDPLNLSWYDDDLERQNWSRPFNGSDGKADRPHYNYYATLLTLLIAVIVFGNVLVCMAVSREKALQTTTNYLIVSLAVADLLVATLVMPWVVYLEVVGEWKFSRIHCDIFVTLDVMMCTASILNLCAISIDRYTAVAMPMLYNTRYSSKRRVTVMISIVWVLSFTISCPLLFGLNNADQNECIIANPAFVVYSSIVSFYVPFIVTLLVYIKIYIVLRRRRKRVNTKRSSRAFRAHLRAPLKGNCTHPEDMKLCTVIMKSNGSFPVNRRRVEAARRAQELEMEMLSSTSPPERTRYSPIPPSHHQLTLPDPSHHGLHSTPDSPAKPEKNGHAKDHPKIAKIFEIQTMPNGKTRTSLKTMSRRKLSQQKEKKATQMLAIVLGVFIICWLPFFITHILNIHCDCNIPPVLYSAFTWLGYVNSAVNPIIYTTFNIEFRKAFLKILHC
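Using a no-wash calcium dye in inducible, force-coupled HEK293 Trex cells expressing D2, we tracked fluorescence each second for 180 s after compound, then for 180 s after EC20 dopamine to detect augmented signalling.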
D1 PAM = Potentiators of Human D1 Dopamine Receptor: qHTS; D(1A) dopamine receptor (Homo sapiens), P21728; HEK293 TREx D1 cells, calcium flux, dopamine EC20 potentiation; potentiation, % at 10 µM; 360,000 compounds, 0.036% hits; in the data active means potentiation above about 30%; further: 0% is about no effect
Starred values were filed as active, the others as inactive. Unless noted, the call rests on the fitted dose curve; in most records, active means well fitted curve in the direction sought with a large enough effect; inconclusive means small, poorly fitted or top-dose-only effect, or another doubt; inactive means no such curve, though single readings can be large; an effect the other way counts as inactive or inconclusive.

Screening COc1ccc(-c2cc(C(=O)Nc3c(C)n(C)n(-c4ccccc4)c3=O)c3ccccc3n2)cc1 returned RXFP1 antag -1, TRHR agonist -0.9, TRHR PAM -4, D1 agonist 1, RXFP1 agonist 1.9%, D1 antagonist -4, Apoferritin bind 4% and D1 PAM 5.
CN(C)c1ccc(C(=S)N2CCN(S(=O)(=O)c3ccccc3)CC2)cc1 was read as RXFP1 antag 5, TRHR agonist -0.1, TRHR PAM -2, D1 agonist 1, RXFP1 agonist inconclusive, D1 antagonist -23, Apoferritin bind -4%, D2 PAM -5 and D1 PAM -4.
Screening Cc1c(C(=O)N2CCN(c3ccccc3F)CC2)oc2c1C(=O)CC(C)(C)C2 returned RXFP1 antag 6, TRHR agonist -1.0, TRHR PAM -5, D1 agonist 0, RXFP1 agonist 1.6%, D1 antagonist 11, Apoferritin bind -13% and D1 PAM 4.
For NC(=O)CSc1nc2c(sc(=S)n2-c2ccccc2)c(=O)[nH]1 the results were RXFP1 antag 4, TRHR agonist -0.4, TRHR PAM 7, D1 agonist 0, RXFP1 agonist -0.4%, D1 antagonist -38*, Apoferritin bind 0%, D2 PAM -17 and D1 PAM 0.
Screening N/C(=N\OC(=O)Cc1ccc([N+](=O)[O-])cc1)c1cccc(Br)c1 returned RXFP1 antag 15, TRHR agonist 0.8, TRHR PAM 2, D1 agonist 2, RXFP1 agonist 0.8%, D1 antagonist -11, Apoferritin bind -18% and D1 PAM -3.
CC(=O)Nc1ccccc1NC(=O)CN(C)S(=O)(=O)c1ccc(C)cc1 was read as RXFP1 antag 1, TRHR agonist -0.2, TRHR PAM 2, D1 agonist -1, RXFP1 agonist 1.7%, D1 antagonist 10, Apoferritin bind -3%, D2 PAM -3 and D1 PAM -2.
CCCCN(C(=O)c1cccs1)C1CCS(=O)(=O)C1 (stereo not drawn) was read as RXFP1 antag -9, TRHR agonist -0.1, TRHR PAM 0, D1 agonist 2, RXFP1 agonist 1.1%, D1 antagonist 1, D2 PAM 2 and D1 PAM -2.
Cc1cc(C)n(Cc2cccc(C(=O)N/N=C/c3ccncc3)c2)n1 was read as RXFP1 antag 4, TRHR agonist -0.2, TRHR PAM 3, D1 agonist 4, RXFP1 agonist -3.8%, D1 antagonist 2, Apoferritin bind -15%, D2 PAM 6 and D1 PAM 15.
`Cc1ccc(-c2nc3ccc(Cl)cn3c2Nc2ccc3c(c2)OCCO3)s1` gave TRHR agonist -0.1, TRHR PAM -2, D1 agonist 2, RXFP1 agonist 9.0%, D1 antagonist -8, Apoferritin bind -10%, D2 PAM 4 and D1 PAM 4.
Screening c1coc(-c2nc3c4c5c(sc4ncn3n2)CCCC5)c1 returned RXFP1 antag -2, TRHR agonist -0.3, TRHR PAM 7, D1 agonist 4, RXFP1 agonist -0.1%, D1 antagonist 15, Apoferritin bind -2%, D2 PAM 2 and D1 PAM 4.
COc1cc(NC(=O)c2c(F)c(F)c(OC)c(F)c2F)ccc1NC(=O)c1cccs1 was read as RXFP1 antag -11, TRHR agonist 0.2, TRHR PAM -9, D1 agonist 3, RXFP1 agonist 0.9%, D1 antagonist -46*, Apoferritin bind -16%, D2 PAM -16 and D1 PAM -12.
Screening Cc1cc(C)c2cc(CN(Cc3ccco3)C(=S)NCC3CCCO3)c(=O)[nH]c2c1 (stereo not drawn) returned TRHR agonist -4.4, TRHR PAM 8, D1 agonist 1, RXFP1 agonist 5.5%, D1 antagonist 9, Apoferritin bind -4%, D2 PAM 4 and D1 PAM -2.
For COC(=O)c1cc(OC)c(OC)cc1NCC(=O)Nc1cccc(C(F)(F)F)c1 the results were RXFP1 antag -2, TRHR agonist -0.7, TRHR PAM -2, D1 agonist 1, RXFP1 agonist 1.2%, D1 antagonist -21, Apoferritin bind -1%, D2 PAM -6 and D1 PAM -6.
For CCOc1ccc2nc(SC3CC(=O)N(c4ccc(OC)cc4OC)C3=O)sc2c1 (stereo not drawn) the results were RXFP1 antag 0, TRHR agonist -0.3, TRHR PAM -8, D1 agonist 0, RXFP1 agonist -0.1%, D1 antagonist 0, Apoferritin bind -9%, D2 PAM 2 and D1 PAM 1.
O=C(c1ccccc1OC(F)F)N1CCN(S(=O)(=O)c2ccc3c(c2)OCCCO3)CC1 was read as RXFP1 antag 2, TRHR agonist 0.1, TRHR PAM -1, D1 agonist 3, RXFP1 agonist 2.7%, D1 antagonist -15, D2 PAM 5 and D1 PAM -4.

No new results follow: entries from further up.
For COC(=O)c1cc(OC)c(OC)cc1NCC(=O)Nc1cccc(C(F)(F)F)c1 the results were RXFP1 antag -2, TRHR agonist -0.7, TRHR PAM -2, D1 agonist 1, RXFP1 agonist 1.2%, D1 antagonist -21, Apoferritin bind -1%, D2 PAM -6 and D1 PAM -6.
For CCOc1ccc2nc(SC3CC(=O)N(c4ccc(OC)cc4OC)C3=O)sc2c1 (stereo not drawn) the results were RXFP1 antag 0, TRHR agonist -0.3, TRHR PAM -8, D1 agonist 0, RXFP1 agonist -0.1%, D1 antagonist 0, Apoferritin bind -9%, D2 PAM 2 and D1 PAM 1.
O=C(c1ccccc1OC(F)F)N1CCN(S(=O)(=O)c2ccc3c(c2)OCCCO3)CC1 was read as RXFP1 antag 2, TRHR agonist 0.1, TRHR PAM -1, D1 agonist 3, RXFP1 agonist 2.7%, D1 antagonist -15, D2 PAM 5 and D1 PAM -4.

New compounds follow.
For CSc1ccccc1C(=O)N1CCCC(CNC(=O)c2ccc(F)cc2)C1 (stereo not drawn) the results were RXFP1 antag 16, TRHR agonist -0.2, TRHR PAM -4, D1 agonist 0, RXFP1 agonist -2.0%, D1 antagonist -8, Apoferritin bind -1%, D2 PAM 1 and D1 PAM -2.
Screening O=C(Nc1ccc2c(c1)ncn2-c1ccccc1)c1ccco1 returned RXFP1 antag 2, TRHR agonist 1.0, TRHR PAM 5, D1 agonist 4, RXFP1 agonist 0.8%, D1 antagonist 6, Apoferritin bind -11%, D2 PAM 2 and D1 PAM 0.
`CC(C)OC(=O)c1nn2c(C(F)(F)F)cc(-c3ccco3)nc2c1Cl` gave RXFP1 antag -4, TRHR agonist 2.7, TRHR PAM -6, D1 agonist -1, RXFP1 agonist 0.5%, D1 antagonist 0, Apoferritin bind 9%, D2 PAM 28 and D1 PAM -1.
CN(/C=C/C(=C\C=[N+](C)c1ccccc1)OCCCS(=O)(=O)[O-])c1ccccc1 was read as RXFP1 antag -4, TRHR agonist -1.6, TRHR PAM 1, D1 agonist 1, RXFP1 agonist -1.5%, D1 antagonist 1, Apoferritin bind -9%, D2 PAM 15 and D1 PAM 3.
Screening CC(=O)Nc1ccc(S(=O)(=O)N(C)c2ccc(O)cc2)cc1 returned RXFP1 antag -12, TRHR agonist -1.5, TRHR PAM 3, D1 agonist 0, RXFP1 agonist 0.4%, D1 antagonist -8, Apoferritin bind -12%, D2 PAM -5 and D1 PAM 2.
For Cc1c(C)c2cc3c(c(C)c2oc1=O)OCN(CCc1ccccc1)C3 the results were RXFP1 antag 2, TRHR agonist 23, TRHR PAM -6, D1 agonist 5, RXFP1 agonist 15%, D1 antagonist 8, D2 PAM -17 and D1 PAM -2.
COc1cc2c(cc1OC)C(COc1ccccc1OC)N(C(C)=O)CC2 (stereo not drawn) was read as RXFP1 antag 6, TRHR agonist 0.6, TRHR PAM -1, D1 agonist 3, RXFP1 agonist -0.5%, D1 antagonist -49*, Apoferritin bind 5%, D2 PAM -4 and D1 PAM -5.
`Cc1cc(C)cc(NC(=O)CCc2c(C)nn(-c3ccc(N4CCCC4)nn3)c2C)c1` gave RXFP1 antag 6, TRHR agonist -0.3, TRHR PAM 5, D1 agonist 2, RXFP1 agonist -0.2%, D1 antagonist -19, Apoferritin bind -17%, D2 PAM 5 and D1 PAM -4.
Screening CCc1cc(=O)oc2cc(OCC(=O)NCCCn3ccnc3)c(Cl)cc12 returned RXFP1 antag 9, TRHR agonist 0.8, TRHR PAM 1, D1 agonist 0, RXFP1 agonist 3.6%, D1 antagonist 5, Apoferritin bind -4%, D2 PAM -1 and D1 PAM 1.
O=C(CSc1nnc(-c2cccnc2)n1Cc1ccccc1)NCc1ccccc1 was read as RXFP1 antag 11, TRHR agonist -0.6, TRHR PAM 5, D1 agonist 0, RXFP1 agonist 1.0%, D1 antagonist 1, Apoferritin bind -9%, D2 PAM -5 and D1 PAM -2.
CCOC(=O)c1ccc(NC(=O)CCc2c(C)nc3ncnn3c2C)cc1 was read as RXFP1 antag 2, TRHR agonist -0.3, TRHR PAM 2, D1 agonist 1, RXFP1 agonist -1.2%, D1 antagonist 7, Apoferritin bind 6%, D2 PAM 19 and D1 PAM -1.
For Cc1oc(C)c(C(=O)O)c1COc1ccc(C(=O)O)cc1 the results were RXFP1 antag 6, TRHR agonist 0.1, TRHR PAM 14, D1 agonist 1, RXFP1 agonist 0.2%, D1 antagonist -23, Apoferritin bind -6%, D2 PAM 4 and D1 PAM -5.
For CCc1ccc(C(=O)/C=C/c2cnn(C)c2C)s1 the results were RXFP1 antag -15, TRHR agonist -0.1, TRHR PAM 7, D1 agonist 0, RXFP1 agonist 2.1%, D1 antagonist -10, Apoferritin bind -6%, D2 PAM 8 and D1 PAM -2.
Screening O=C(c1ccc(N2C(=O)C3C4CC(C(Br)C4Br)C3C2=O)cc1)N1CCCCC1 (stereo not drawn) returned RXFP1 antag -7, TRHR agonist 0.2, TRHR PAM 5, D1 agonist 4, RXFP1 agonist -0.7%, D1 antagonist 6, Apoferritin bind -8%, D2 PAM 23 and D1 PAM 0.

Screening data: PubChem BioAssay, National Center for Advancing Translational Sciences (NCATS)

The list is partial, so the mix of outcomes need not match the whole.
